Jurkat NFkB inh = lowers PMA/ionomycin-induced NF-kB signal in Jurkat cells. inhibition, % at 4 µM. 330,000 compounds, 0.53% hits. PMA/ionomycin-induced NF-kB luciferase reporter, luminescence. AID 435003; in the data active means inhibition above about 50%
697 NFkB inh = lowers PMA/ionomycin-induced NF-kB signal in 697 B cells | 697 B-cell NF-kB luciferase reporter, 16 h | inhibition, % at 4 µM | 330,000 compounds, 0.33% hits | AID 435022; in the data active means inhibition above about 35%
CXCR6 inh = inhibitors of human CXCR6 receptor | O00574 | CHO-K1 PathHunter CXCR6 beta-arrestin, luminescence | inhibition, % at 20 µM | 360,000 compounds, 0.36% hits | AID 602244; in the data active means inhibition above about 34%, passing the limit was not always enough;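 further: antagonist mode with CXCL16 agonist at 10 nM final; 0% = 10 nM CXCL16 with DMSO and 100% = unstimulated wells without agonist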
CCR6 antag = blocks CCL20-driven beta-arrestin recruitment at human CCR6. AID 493098. CHO-K1 CCR6 PathHunter beta-arrestin, luminescence, CCL20-stimulated. 340,000 compounds, 0.49% hits. inhibition, % at 20 µM. P51684;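 active means compounds whose inhibition of the agonist-driven luminescence signal at 20 µM reaches about 50%, limit read from the data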;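 further: cells stimulated with CCL20 at 14 nM final; plate controls were DMSO with CCL20 for no effect and DMSO without agonist for full effect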
Target sequence (P51684 whole entry, looked up): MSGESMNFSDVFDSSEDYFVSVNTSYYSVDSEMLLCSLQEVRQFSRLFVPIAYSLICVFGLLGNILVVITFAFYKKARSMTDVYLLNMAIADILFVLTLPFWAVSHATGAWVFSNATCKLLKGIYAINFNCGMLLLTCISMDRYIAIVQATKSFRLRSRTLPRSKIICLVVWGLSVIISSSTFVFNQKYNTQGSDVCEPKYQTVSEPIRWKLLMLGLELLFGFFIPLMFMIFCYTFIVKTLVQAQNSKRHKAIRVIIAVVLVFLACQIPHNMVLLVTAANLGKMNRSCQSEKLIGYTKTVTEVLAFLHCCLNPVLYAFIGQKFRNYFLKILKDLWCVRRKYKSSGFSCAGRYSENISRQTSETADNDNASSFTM
Gli-Sufu block = Gli-Sufu pathway antagonism. Sufu-KO-LIGHT fibroblasts, Gli luciferase reporter luminescence. inhibition, % at 5 µM. 340,000 compounds, 0.74% hits. AID 588413;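 active means inhibition above about 55%, limit read from the data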;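 further: 0% = DMSO-treated cells and 100% = wells with medium but no cells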
EBI2 antag = EBI2 (human) antagonism; inhibition, % at 5 µM; EBI2 beta-arrestin recruitment, luminescence, 7a,25-OHC stimulated; P32249; 360,000 compounds, 0.81% hits; AID 651636; in the data active means inhibition above about 38%;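 further: enzyme fragment complementation signal reports receptor beta-arrestin coupling in cells; 0% = agonist plus DMSO wells and 100% = wells without agonist; some results beyond the cut were filed as inactive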
UBC13 polyUb = human UBC13 polyubiquitination inhibition; inhibition, % at 20 µM; P61088; 330,000 compounds, 0.47% hits; UBC13 polyubiquitin chain formation, TR-FRET; in the data active means inhibition above about 45%, passing the limit was not always enough
Target sequence (P61088 whole entry, looked up): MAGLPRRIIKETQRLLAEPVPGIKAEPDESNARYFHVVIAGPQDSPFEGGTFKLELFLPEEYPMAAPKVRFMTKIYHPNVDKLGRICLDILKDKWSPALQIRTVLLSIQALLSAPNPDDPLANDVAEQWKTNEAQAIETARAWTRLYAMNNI
APJ antag = antagonists of human APJ apelin receptor; P35414; CHO-K1 APJ beta-arrestin complementation, luminescence; inhibition, % at 20 µM; 330,000 compounds, 0.32% hits; AID 2521;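 active means inhibition above about 40% at 20 µM, limit read from the data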;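 further: cells challenged with 10 nM apelin-13 agonist together with compound; plate controls were apelin-13 plus DMSO wells for no effect and DMSO wells lacking apelin-13 for full effect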
Target sequence (P35414 whole entry, looked up): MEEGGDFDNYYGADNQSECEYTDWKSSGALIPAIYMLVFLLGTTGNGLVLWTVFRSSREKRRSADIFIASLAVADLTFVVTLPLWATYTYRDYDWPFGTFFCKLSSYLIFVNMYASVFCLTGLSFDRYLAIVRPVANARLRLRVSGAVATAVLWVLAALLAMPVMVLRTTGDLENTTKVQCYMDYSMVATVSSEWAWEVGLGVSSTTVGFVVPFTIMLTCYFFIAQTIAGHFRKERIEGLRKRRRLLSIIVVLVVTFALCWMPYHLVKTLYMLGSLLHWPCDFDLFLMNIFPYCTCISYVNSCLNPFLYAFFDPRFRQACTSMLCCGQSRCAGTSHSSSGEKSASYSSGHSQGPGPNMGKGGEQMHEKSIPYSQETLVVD
An asterisk follows results filed as active; . = no result given.

SMILES	Jurkat NFkB inh	697 NFkB inh	CXCR6 inh	CCR6 antag	Gli-Sufu block	EBI2 antag	UBC13 polyUb	APJ antag
Fc1ccc(C2CC(c3ccco3)=Nc3ccccc3S2)cc1 (stereo unspecified)	-15	-19	8	-2	-27	1	8	2
COC(=O)C1=C(NC(=O)COc2ccc(Cl)cc2Cl)CCS1	-19	-29	0	12	-15	-11	-6	13
Cc1ccccc1OCCn1cc(/C(N)=N/O)c2ccccc21	-3	-6	-7	12	2	-2	10	-7
O=C(CCN1CCOCC1)NNC(=O)c1ccc([N+](=O)[O-])cc1[N+](=O)[O-]	-10	4	-16	-15	10	-6	7	0
Cc1ccc(CNC(=O)C2=NNC(=O)CC2)cc1	17	9	-6	-7	3	-20	-3	-1
C/C(=N\NC(=O)CSc1nc2ccccc2o1)c1cccc(O)c1	2	10	-2	3	3	5	20	5
Cc1cccn2c(=O)c3cc(C(=O)NCc4ccc(F)cc4)c(=N)n(CC4CCCO4)c3nc12 (stereo unspecified)	-14	-16	12	17	39	-7	6	37
CCOc1ccc(NC(=O)Cn2cncc2-c2ccc([N+](=O)[O-])cc2)cc1	.	.	2	-17	15	4	.	.
Cc1ccnc(NC(=O)CCC(=O)N(Cc2ccco2)C(C(=O)NC(C)C)c2ccc(F)cc2)c1 (stereo unspecified)	-1	-1	10	19	-13	5	1	9
c1csc(C2=Nn3c(nnc3-c3ccncc3)SC2)c1	40	1	-4	0	15	-22	-2	4
CCCC1=C(C(=O)OCC)C(c2ccccc2OCC)NC(=O)N1C (stereo unspecified)	0	19	5	9	-3	10	12	16
C#CCn1c(=O)cc(C)c2ccccc21	14	9	4	-5	-3	-12	4	4
O=C(COC(=O)C1=COCCO1)Nc1ccc(F)c(F)c1	9	11	-5	2	1	-13	1	14
COC(=O)C1Cc2ccccc2CN1S(=O)(=O)c1ccc(F)cc1 (stereo unspecified)	3	-7	0	15	3	-2	4	16
Cc1ccc(S(=O)(=O)N2CCC(C(=O)N3CC(C)OC(C)C3)CC2)cc1 (stereo unspecified)	11	18	-1	0	1	-5	3	0
CN(C)S(=O)(=O)N(CC(=O)Nc1ccccc1F)c1ccccc1	10	0	-5	4	5	5	6	6
O=C(c1cccc(Cl)c1)N1CCN(C2CCCCC2)CC1	-6	-17	2	10	13	9	-8	-14
CCCNc1c(N)c(=O)c1=O	-8	-9	-2	3	2	-1	7	12
Cc1ccccc1S(=O)(=O)/N=C(/Nc1c(C)n(C)n(-c2ccccc2)c1=O)c1ccccc1	-3	14	8	5	8	-1	4	1
CCOC(=O)N1CCC(Nc2c(Nc3ccc(C)c(C)c3)c(=O)c2=O)CC1	10	-6	2	30	-3	3	0	20
Cc1cccc(NC(=O)CCC(=O)OCC(=O)c2ccc(Oc3ccc([N+](=O)[O-])cc3)cc2)c1	10	17	8	27	-6	-9	9	13
Cc1ccc(-c2nnn(CC(=O)N(c3ccccc3)C(C(=O)NCC3CCCO3)c3ccc(Cl)cc3)n2)cc1 (stereo unspecified)	1	18	4	-36	3	22	-14	8
Cc1ccc(O)c(NC(=S)NC(=O)/C=C/c2ccco2)c1	-23	-25	8	12	-1	-6	-15	4
Cc1ccsc1C(=O)N(C)CC(=O)Nc1ccccc1Br	6	-5	-8	19	3	-10	5	-26
CCOc1ccsc1C(=O)O	-8	5	3	-3	14	-2	-1	-21
CCOC(=O)c1c(C)[nH]c(C(=O)COC(=O)C(C)N2C(=O)C3CCCCC3C2=O)c1C (stereo unspecified)	-14	-11	-10	-15	1	5	-6	-43
CC(C)c1c(O)c2c(n(-c3ccccc3)c1=O)CCCC2	4	-4	-6	-7	1	4	5	-10
COc1cccc(C(=O)NC(=S)Nc2ccccc2N2CCCC2)c1	3	1	2	30	22	9	8	32
COc1ccccc1OCC(=O)OCC(=O)NC1CCCCC1	19	8	-4	5	0	11	-5	4
O=C(NCCN1CCOCC1)C1CC(=O)N(c2ccc(F)cc2)C1 (stereo unspecified)	18	5	-1	-2	-35	0	1	-3
COc1cc(/C=N/NC2=NS(=O)(=O)c3ccccc32)ccc1OC(C)=O	13	10	2	1	1	0	-3	-3
Cc1ccsc1/C=N/NC(=O)c1c[nH]c2ccccc12	-57	-21	0	0	-67	-4	-2	-13
Cc1cc(C)nc(SCc2ccc(F)cc2)n1	-3	-20	2	7	-4	-3	-18	5
CCOC(=O)c1ccc(NC(=S)N2CCSC2c2ccc(OC)cc2)cc1 (stereo unspecified)	-3	-17	-1	8	-6	13	-1	-27
CCS(=O)(=O)N1CCC2(CC1)OCCN2S(=O)(=O)c1ccc(C)cc1	21	21	-11	4	-5	-9	6	-18
CCN1CCN(c2cc(=O)n(C3CCCCC3)c(=O)[nH]2)CC1	0	2	-3	0	-1	-5	4	-5
Cc1ccc(C)c(OC(=O)c2cccc(S(=O)(=O)N3CCN(C)CC3)c2)c1	23	-25	6	6	4	8	-2	-4
O=[N+]([O-])c1ccc(COc2ccccc2CN2CCCC2)cc1	.	.	-4	1	2	-7	.	.
CO/N=C(/CS(=O)(=O)c1ccc(Br)cc1)c1ccc(OC)cc1	13	0	1	12	4	2	-2	-3
Cc1nn(-c2cc(N3CCOCC3)ccc2N)c(=O)c2ccccc12	-4	4	-4	-1	9	0	-4	-1
Cc1ccc(CNC(=O)C(NS(=O)(=O)c2ccc3nc(C)sc3c2)C(C)C)cc1 (stereo unspecified)	-2	3	4	-10	0	-7	2	-9
C[C@H](NC(=O)[C@@H]1Cc2ccccc2CN1)C(=O)Nc1ccc2c(c1)OCCO2	-19	-20	1	3	1	2	-3	24
COc1ccc(CNC(=O)C2=CCN(S(=O)(=O)c3ccc(C)cc3)CC2)cc1	12	-2	-2	13	-1	15	-1	-9
Cc1cccc2cc(C#N)c(NCCCn3ccnc3)nc12	0	4	-6	-6	-17	6	0	-29
COc1cccc(S(=O)(=O)NCc2ccc(C(=O)NCc3ccccn3)cc2)c1	2	13	-1	15	-3	-2	-2	-31
COc1cccc(CN(C)C(=O)CN2C(=O)NC(c3ccccc3)(c3ccccc3)C2=O)c1OC	-10	3	-1	5	-1	-7	8	-1
COc1cc(OC)cc(-c2c(-c3cccs3)c3cc(-c4ccc(OC)nc4)ccc3n2C)c1	-2	7	-1	-2	10	4	37	-27
CCOC(=O)c1c(CN2CCN(Cc3ccccc3)CC2)n(C)c2cc(Br)c(OC)cc12	-4	-30	11	15	-1	18	12	3
COC(CNC(=O)c1ccc2nc(-c3ccccc3)c(-c3ccccc3)nc2c1)OC	6	9	1	10	-1	5	-8	-7
O=[N+]([O-])c1cc(/C=N\Nc2nc(-c3ccccc3)cs2)ccc1O	-9	28	7	23	-6	-2	-47	-1
O=C(Nc1ccc(C(F)(F)F)cc1)C1CCN(S(=O)(=O)c2ccc(N3CCCC3=O)cc2)CC1	46	15	-7	6	77*	8	-5	-11
CN(Cc1ccccc1F)C(=O)c1ccc(Oc2ccccc2)cc1	-17	-1	-1	22	3	13	5	11
Cn1c(=O)c2c(ncn2CC(=O)N/N=C/C=C/c2ccccc2)n(C)c1=O	2	10	-9	-4	7	-8	-3	-12
O=C1CCCN1CCCNc1ccc2nnc(CCC(=O)N3CCN(c4ccc(F)cc4)CC3)n2n1	14	-13	6	-10	-15	1	-6	12
CCn1c(O)c(C2=NCCCC2)c2ccccc21	-3	-9	-9	14	-7	2	-11	8
COc1ccc(NC(=O)c2ccc(COc3ccccc3OC)o2)cc1OC	-11	-15	-8	6	-4	7	-8	-6
Cc1nn(C)cc1/C=N/NC(=O)c1ccco1	5	-17	8	-12	-16	-1	-1	13
COCCNC(=O)CSc1nnc(CCCN2C(=O)c3cccc4cccc(c34)C2=O)n1-c1ccccc1	25	10	-6	11	27	0	-4	-7
COCCN1Cc2cccc(C(=O)NCc3ccccn3)c2C1=O	9	11	0	-3	7	0	7	18
O=[N+]([O-])c1ccc2oc(C3CCCCC3)nc2c1	-28	-7	2	21	22	0	-6	-3

The list goes on:
SMILES	Jurkat NFkB inh	697 NFkB inh	CXCR6 inh	CCR6 antag	Gli-Sufu block	EBI2 antag	UBC13 polyUb	APJ antag
Cc1cc(NC(=O)Cn2nnc(-c3ccccc3N)n2)no1	13	23	5	-10	-6	4	14	11
O=C(Nc1nccs1)c1cc([N+](=O)[O-])ccc1Cl	-25	18	7	-3	3	-8	2	-11
O=C(c1ccco1)N1CCN=C1SCc1cccnc1	-3	23	-12	-2	-9	-5	5	4
Cc1nc(N2CCN(c3ccccn3)CC2)c2c(C)c(C(=O)N3CCN(c4cccc(Cl)c4)CC3)sc2n1	3	-43	10	18	20	16	40	7
COc1ccc(C=C2NC(=S)NC2=O)cc1	.	.	11	26	10	2	.	.
O=C1CC(NCCN2CCOCC2)C(=O)N1Cc1ccc(N2CCCC2=O)cc1 (stereo unspecified)	-7	1	-9	11	19	-10	-5	0
O=S(=O)(Nc1ccccc1)C1CCCCC1	.	.	4	5	-16	-4	.	.
CCn1c(CCCNC(=O)c2cccs2)nc2ccccc21	7	-2	-3	8	5	-8	4	13
CN(C)C(=O)c1cnc(Sc2ncc(C(F)(F)F)cc2Cl)n1C	5	-18	-1	8	15	-4	-7	-10
COc1cc(CN(C)C(C)C(=O)Nc2ccc([N+](=O)[O-])cc2Cl)ccc1OC(F)F (stereo unspecified)	-11	2	2	2	11	23	-6	-9
CCN(CC)c1ccc(NS(=O)(=O)c2ccc(OC)cc2)cc1	-6	-5	-6	-8	16	-7	-14	-13
CCN(CC)C(=O)CSC1=Nc2ccccc2C2=NC(Cc3c[nH]c4ccccc34)C(=O)N12 (stereo unspecified)	11	12	-1	-3	6	1	3	12
CCN1C(=O)[C@H]2[C@@H](c3ccc(-c4ccccc4)cc3)N[C@@](CC(C)C)(C(=O)OC)[C@H]2C1=O	5	6	1	-4	-10	5	2	-6
Cc1ccc(N2CC(C(=O)N3CCC(C(=O)NC(C)(C)C)CC3)CC2=O)cc1 (stereo unspecified)	-5	6	-4	8	-10	-5	-6	-1
CC(C)(C)c1ccccc1NC(=O)c1ccc2c(c1)SC1=NS(=O)(=O)CCN12	11	-12	-2	-6	-6	-7	16	-12
COc1cc(-c2cc(-c3ccccc3)nc(SCC(=O)O)c2C#N)cc(OC)c1OC	10	18	1	11	9	-10	7	16
COc1cccc(C(=O)c2cc3ccc(O)cc3oc2=O)c1	-2	13	0	13	-1	6	5	10
O=S(=O)(c1cccs1)N1CCN(c2ccccn2)CC1	9	-23	-11	11	8	8	-3	-12
Nn1cnnc1N/N=C/c1ccc(Cl)c([N+](=O)[O-])c1	5	18	-6	-5	12	-1	-44	-15
CCN(CC)S(=O)(=O)c1ccc2oc(C(=O)Nc3ccc(OC)cc3OC)c(C)c2c1	-3	10	-7	-2	10	15	12	-8
COCCNc1ncnc2c1[nH]c1ccccc12	6	7	1	15	-3	1	5	7
O=C(O)c1[nH]c2ccccc2c1NS(=O)(=O)c1ccc(F)cc1	-4	15	1	-9	-22	-1	4	0
Cc1cccc(-n2nc3c(c2NC(=O)c2ccco2)CS(=O)(=O)C3)c1C	-9	0	2	6	-2	-5	-1	-1
CCOC(=O)c1cnc2c(c(C)nn2-c2ccc(C)cc2)c1Cl	-34	-10	2	4	-1	26	25	-5
COc1ccc(C2=NNC(c3cccs3)=Nc3ccc(OC)cc32)cc1	-9	-2	10	24	1	5	-8	-6
NC(=S)N/N=C/c1ccc(-c2cc(Cl)c(Cl)cc2Cl)o1	0	25	9	17	8	31	-9	21

Record cards, from the list above.
`CCOC(=O)c1cnc2c(c(C)nn2-c2ccc(C)cc2)c1Cl` is entered as Jurkat NFkB inh = -34; 697 NFkB inh = -10; CXCR6 inh = 2; CCR6 antag = 4; Gli-Sufu block = -1; EBI2 antag = 26; UBC13 polyUb = 25; APJ antag = -5
`CCN(CC)S(=O)(=O)c1ccc2oc(C(=O)Nc3ccc(OC)cc3OC)c(C)c2c1` is entered as Jurkat NFkB inh = -3; 697 NFkB inh = 10; CXCR6 inh = -7; CCR6 antag = -2; Gli-Sufu block = 10; EBI2 antag = 15; UBC13 polyUb = 12; APJ antag = -8
`COc1cccc(C(=O)c2cc3ccc(O)cc3oc2=O)c1` is entered as Jurkat NFkB inh = -2; 697 NFkB inh = 13; CXCR6 inh = 0; CCR6 antag = 13; Gli-Sufu block = -1; EBI2 antag = 6; UBC13 polyUb = 5; APJ antag = 10

Bioassay records (PubChem)

Hits appear at their usual frequency (roughly 3% active in at least one column).
